# Screening results: PubChem BioAssay, several laboratories
# NS5 inhibitors: flavivirus cap methylation enzyme inhibition – biochemical, confirmation dose response, primary screen (AID 588689). Dengue-2 NS5 methyltransferase capping enzyme assay, biochemical; higher % means a stronger effect. inhibition, % at 25 µM, or IC50 in µM where a hit was titrated. actives 0.3% (n = 340,000); in the data active = a potency from the dose series; inconclusive = inhibition above about 29% without an active follow-up result
# PhoP inhibition: PhoP-dependent GFP reporter repression – Salmonella Typhimurium, primary screen (AID 1863); S. Typhimurium PhoP-regulated promoter GFP reporter, 4 h; higher % means a stronger effect; inhibition, % at 50 µM, or IC50 in µM where a hit was titrated; actives 0.16% (n = 300,000);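 active = inhibition over 29.93%, a cutoff 3 SD above the screen mean, later confirmed by dose response; inconclusive = inhibition over 29.93% but no dose response follow-up; inactive = inhibition at most 29.93% or unconfirmed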;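 also: 0% = low Mg2+ inducing control and 100% = high Mg2+ repressing control; strong numbers were not always called active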
# RSV antiviral HEp-2: RSV antiviral activity via CPE protection, HEp-2 cells, primary 10 µM value included (AID 2391); HEp-2 cells, RSV-induced CPE inhibition; higher % means a stronger effect; one-dose CPE inhibition, % at 10 µM; IC50 in µM for titrated hits; actives 0.13% (n = 310,000); in the data active = a potency from the dose series; inconclusive = CPE inhibition mostly from about 23% at the one dose, without a potency; inactive = the rest, 99 in 100 with CPE inhibition below about 21%; also: strong numbers were not always called active
# West Nile virus CPE: inhibition of WNV-induced cytopathic effect – cell-based, CPE readout (AID 1621); CPE inhibition, % at 10 µM; hits with a dose series show IC50 in µM; West Nile virus-infected cells, CPE inhibition; higher % means a stronger effect; actives 0.02% (n = 290,000); in the data active = a potency from the dose series; inconclusive = CPE inhibition mostly from about 3.7% at the one dose, without a potency; inactive = the rest, 99 in 100 with CPE inhibition below about 2.2%; also: strong numbers were not always called active
# ER stress rescue: rescue of cells from ER stress-induced death, primary screen, 384-well, CSM14.1, thapsigargin, ATP luminescence (AID 1222). CSM14.1 thapsigargin-induced death rescue, ATP luminescence; higher % means a stronger effect. cellular ATP content (survival), % at 20 µM; hits with a dose series show EC50 in µM. 190,000 tested, under 10 active;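 active = EC50 below 50 µM in the dose-response confirmation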;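 also: death triggered by thapsigargin at about 15 µM added after 2 h compound pretreatment; cell ATP read after overnight thapsigargin exposure of roughly 18 to 22 hours; normalized against plate controls of thapsigargin alone and 5% DMSO vehicle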
# Large T inhibition: SV40 large T antigen inhibitors, biochemical (AID 1903). inhibition, % at 20 µM, or IC50 in µM where a hit was titrated. actives 0.39% (n = 310,000). SV40 large T antigen ATPase/helicase inhibition assay; higher % means a stronger effect; in the data active = a potency from the dose series; inconclusive = inhibition mostly from about 32% at the one dose, without a potency; inactive = the rest, 99 in 100 with inhibition below about 32%; also: strong numbers were not always called active
# LYP inhibition: inhibitors of LYP phosphatase, biochemical, fluorescence intensity, uHTS (AID 1779) | recombinant LYP phosphatase, fluorescence intensity; higher % means a stronger effect | inhibition, % at 11.5 µM, or IC50 in µM where a hit was titrated | actives 0.054% (n = 290,000); in the data active = inhibition above about 50%;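 also: plate controls were vehicle with enzyme for no effect and no enzyme for full effect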
# MgcRacGAP inhibition: MgcRacGAP GTPase-activating activity inhibitors, confirmation, biochemical, ADP Hunter fluorescence; MgcRacGAP-stimulated Rac1 GTP hydrolysis, ADP Hunter fluorescence; higher % means a stronger effect; GST-tagged Rac1 F28L mutant substrate; inhibition, % at 30 µM; hits with a dose series show IC50 in µM; actives 0.6% (n = 340,000);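 active = first-screen hits whose inhibition reached a set limit at any dose in the follow-up dose series; inconclusive = inhibition above the set first-screen limit but never retested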;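 also: fluorescence reports GDP produced by GAP-driven GTP hydrolysis; strong numbers were not always called active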
# GPR35 antagonists: inhibition of zaprinast-stimulated GPR35 beta-arrestin translocation – imaging, U2OS, beta-arrestin-GFP, zaprinast agonist, primary screen (AID 2058). U2OS GPR35 beta-arrestin-GFP translocation imaging, zaprinast antagonism; higher % means a stronger effect. inhibition, % at 10 µM; hits with a dose series show IC50 in µM. actives 0.052% (n = 290,000);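 active = inhibition of at least 50% with at least 30 cells and total cytoplasm GFP at most 10,000,000; inconclusive = under 30 cells or total GFP of 10,000,000 plus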
# NS5 inhibitors pilot replicate: second read-out of NS5 inhibitors, no call of its own (marks repeat the call); inhibition, %; measured here: pilot screen replicate inhibition
# * marks the source's active call; other numbers are inactive results; ? = inconclusive; · = not tested or not shown.
SMILES,NS5 inhibitors,PhoP inhibition,RSV antiviral HEp-2,West Nile virus CPE,ER stress rescue,Large T inhibition,LYP inhibition,MgcRacGAP inhibition,GPR35 antagonists,others
CCOC(=O)c1cnc(N2CCOCC2)[nH]c1=O,-10.9%,13.0%,3.3%,-0.6%,-1.8%,11.4%,-10.6%,-0.1%,2.4%,
CC1CN(C(=O)c2cc(S(=O)(=O)N3CCCC3)c(Cl)cc2Cl)CC(C)O1 (stereo not drawn),-2.8%,1.9%,1.7%,-0.4%,2.1%,8.7%,-8.1%,-11.4%,-0.1%,
Cc1ccccc1N(C(=O)c1snc(C(N)=O)c1N)C(C(=O)NC1CCCC1)c1ccco1 (stereo not drawn),0.8%,·,·,-0.1%,·,·,-10.3%,4.9%,20.4%,
CC(C)C[C@@H](CO)N1CCNCCC1=O,-10.6%,-4.4%,0.3%,-0.2%,·,11.3%,-14.0%,7.6%,3.0%,
Nc1nc(NCCCN2CCOCC2)nc(Nc2cccc(F)c2)c1[N+](=O)[O-],-7.7%,-7.0%,0.1%,0.2%,·,10.2%,-3.3%,8.9%,14.8%,
N#Cc1c(N)nc2c(c1N)CC(CO)O2 (stereo not drawn),-11.8%,2.4%,-0.3%,·,-1.0%,0.4%,-4.3%,1.0%,-3.1%,
Cc1ccc(C(=O)C=CNNC(=O)c2ccccc2)cc1,-7.8%,7.8%,2.3%,-0.3%,·,22.2%,-2.5%,8.4%,-0.8%,NS5 inhibitors pilot replicate=-4.0
CC(C)CCNC(=O)c1ccc(CSCc2cccc(F)c2)o1,-2.0%,10.5%,0.9%,0.3%,3.1%,13.7%,-7.1%,8.4%,8.3%,
CCN1CCN(CC(=O)Nc2cccc(C)c2C)C(=O)C1=O,-2.1%,0.7%,0.6%,0.0%,-1.3%,7.0%,-7.9%,0.0%,20.8%,
O=C(OCc1nc2ccccc2s1)c1ccc(Br)s1,-4.1%,5.3%,0.6%,-0.3%,-1.0%,6.9%,-2.5%,6.9%,-4.5%,

# Continued (two carried over from the part before).
SMILES,NS5 inhibitors,PhoP inhibition,RSV antiviral HEp-2,West Nile virus CPE,ER stress rescue,Large T inhibition,LYP inhibition,MgcRacGAP inhibition,GPR35 antagonists,others
CCN1CCN(CC(=O)Nc2cccc(C)c2C)C(=O)C1=O,-2.1%,0.7%,0.6%,0.0%,-1.3%,7.0%,-7.9%,0.0%,20.8%,
O=C(OCc1nc2ccccc2s1)c1ccc(Br)s1,-4.1%,5.3%,0.6%,-0.3%,-1.0%,6.9%,-2.5%,6.9%,-4.5%,
Cn1c(CCc2nc3ccccc3[nH]2)nnc1SCC#N,10.2%,9.7%,2.0%,0.0%,-2.1%,-0.4%,-6.4%,-0.1%,8.0%,
C[C@H](NC(=O)c1nc[nH]c1C(=O)NCc1ccccc1)C(=O)OC(C)(C)C,-2.8%,0.9%,-0.3%,0.8%,-2.2%,1.8%,-2.2%,8.3%,-13.1%,
COC1CCCCC1Nc1cccc(SC)c1 (stereo not drawn),-9.1%,-3.8%,1.9%,0.9%,·,10.3%,-2.3%,8.0%,-10.6%,
COc1ccc(/C=N\NC(=O)c2ccccc2OC)cc1COc1c(F)c(F)c(F)c(F)c1F,-1.3%,7.0%,12.1%,-0.1%,·,-2.2%,1.7%,6.8%,17.1%,
Cc1cccc(N2CC(C(=O)Nc3ccc(S(=O)(=O)NCC4CCCO4)cc3)CC2=O)c1C (stereo not drawn),5.0%,0.5%,1.1%,0.3%,·,9.2%,-11.4%,7.3%,9.5%,
CC(=O)Nc1nnc(CCN2CCCCC2)s1,-1.9%,-7.5%,-0.3%,0.0%,3.9%,15.4%,-7.7%,2.8%,4.8%,
Cn1c(=O)c2sccc2n2c(CCCC(=O)NCc3ccco3)nnc12,-12.4%,-9.4%,-0.5%,0.0%,·,11.2%,-7.2%,2.5%,-15.8%,
Cc1ccc(Nc2nc3c(s2)CCC3)c(C)c1,0.8%,6.1%,2.3%,-0.3%,1.6%,13.7%,-5.6%,9.2%,3.6%,
COCCCn1c(C(=O)NC2CCCCC2C)cc2c(=O)n3cccc(C)c3nc21 (stereo not drawn),6.1%,0.1%,6.5%,0.1%,·,-4.5%,-4.6%,11.6%,-6.8%,
COC(=O)C1CCN(C(=O)c2ccc(SC)cc2OC)CC1,4.1%,-6.5%,-1.2%,-0.3%,-1.3%,-1.3%,-4.8%,-0.5%,-5.6%,NS5 inhibitors pilot replicate=-3.5
Cc1ccccc1C1C(C#N)=C2N=C(N)c3ccccc3N2C2=C1C(=O)CCC2 (stereo not drawn),8.1%,-6.7%,4.4%,0.1%,·,9.4%,-0.5%,9.4%,-5.1%,
COc1ccccc1N1CCN(C(=O)c2sc3nc4n(c(=O)c3c2C)CCC4)CC1,0.0%,-4.3%,2.3%,0.0%,·,0.2%,2.4%,15.3%,-9.5%,
O=C(NCSc1ccncn1)c1ccccc1,1.6%,-3.8%,-0.7%,-0.6%,-1.7%,9.2%,-8.7%,7.0%,-11.1%,
CC1(C)Cc2c(c(N3CCOCC3)nc3sc4c(N5CCOCC5)nnnc4c23)CS1,·,-7.0%,2.6%,·,-2.2%,4.1%,2.9%,·,18.6%,
CN(C)Cc1nc2ccccc2c(=O)n1Cc1nc(-c2cccc([N+](=O)[O-])c2)cs1,-3.0%,4.7%,1.4%,-1.2%,·,3.5%,-3.8%,6.6%,-3.3%,
CCC(/C=N/NC(=O)C1COc2ccccc2O1)CC (stereo not drawn),-7.7%,-3.1%,2.4%,0.0%,-2.2%,-0.3%,3.6%,0.5%,9.2%,
CC1Cc2cc(-c3csc(N)n3)ccc2O1 (stereo not drawn),-10.9%,5.2%,2.5%,0.1%,·,27.1%,-5.6%,19.4%,-1.9%,
CC(C)NC(=O)c1sc(=S)n2c1[nH]c(=O)c1ccc(C(=O)NCCc3ccc(Cl)cc3)cc12,13.2%,-3.4%,?,2.5%,·,·,-3.1%,3.9%,16.4%,
COc1ccc(NC(=O)CCN2CCCCC2)cc1,-0.7%,5.2%,-1.1%,-0.3%,3.4%,7.1%,-3.2%,10.5%,7.0%,
COc1ccc(NC(=O)CNS(=O)(=O)c2ccc(Cl)cc2)cc1,-2.0%,0.3%,2.3%,-0.3%,-3.2%,4.9%,-4.6%,7.5%,6.3%,
COc1cccc(C(=O)c2c(C)c(CCC#N)n3ccccc23)c1,-3.0%,-5.5%,3.4%,-0.6%,1.2%,2.9%,-6.8%,8.4%,-3.6%,
Cc1ccc(S(=O)(=O)NCCC(=O)N2CCCCCC2)cc1,2.2%,4.7%,-0.4%,·,·,11.2%,·,1.9%,·,
CSc1nc(N)c2c3c(sc2n1)CN(C)CC3,-3.3%,-5.9%,3.4%,-0.1%,·,6.9%,-3.2%,13.8%,-1.6%,
Cc1ccc(S(=O)(=O)N2CCN(C(=O)CSc3nc4ccccc4c(=O)[nH]3)CC2)cc1,-10.4%,-1.9%,1.1%,-0.8%,·,1.3%,·,8.1%,·,
Cc1c(Br)c([N+](=O)[O-])nn1CC(=O)NC1CCCCCC1,4.9%,1.0%,1.1%,-0.2%,·,2.9%,-9.0%,2.3%,-1.3%,
O=C(c1ccc(Cl)nc1)N1CCc2ccccc2C1,-4.5%,11.7%,2.0%,-0.2%,-0.9%,10.0%,-7.3%,17.2%,-10.2%,
C=CCc1ccc(OCCOCCOc2ccccc2[N+](=O)[O-])c(OC)c1,-0.7%,19.5%,8.0%,-0.5%,-0.6%,-1.8%,3.4%,9.0%,-10.9%,
S=c1[nH]nc(CSCc2ccc(Cl)cc2Cl)n1-c1ccccc1,-2.0%,2.0%,2.3%,-0.5%,-1.4%,9.5%,5.9%,5.9%,6.8%,
Cc1ccc(C)c2[nH]c(=O)c(CCNC(=O)Cc3cccs3)cc12,-4.9%,-5.0%,4.9%,·,1.8%,17.9%,-3.7%,7.8%,8.1%,
O=C(CCCl)Nc1nc2c(s1)CCc1ccccc1-2,0.7%,-1.6%,57.7%,0.7%,·,12.9%,-8.7%,6.2%,9.0%,
O=C(N/N=C/c1c[nH]c2ccccc12)c1ccccc1Cl,-3.3%,12.6%,4.5%,-0.8%,·,20.3%,-5.6%,·,3.6%,
COc1ccc(S(=O)(=O)N2CCCC(C(=O)NCc3ccccc3)C2)cc1 (stereo not drawn),3.2%,2.3%,0.3%,-0.6%,·,3.9%,-6.1%,1.9%,24.1%,
Cc1nn(C)c(Cl)c1C(=O)NCC(=O)Nc1ccc(C(C)C)cc1,-4.5%,5.4%,0.3%,-0.4%,-0.9%,6.4%,-3.0%,3.9%,-5.7%,
O=C(NCC1OCCCN1S(=O)(=O)c1cc(F)ccc1F)C(=O)NC1CCCC1 (stereo not drawn),-1.9%,-5.4%,2.5%,-0.1%,·,9.2%,-5.9%,2.6%,5.7%,
CCCCCOc1ccc(C(=O)N(Cc2ccco2)C2CCS(=O)(=O)C2)cc1 (stereo not drawn),-3.2%,-6.4%,0.0%,-1.6%,3.4%,5.8%,-5.9%,-4.8%,2.4%,
N#Cc1nc(Cc2cccc3ccccc23)oc1NCc1ccco1,-6.4%,1.6%,10.8%,-0.4%,3.0%,9.1%,0.6%,-2.4%,22.1%,
S=c1[nH]nc(-c2ccco2)n1-c1ccccc1Cl,1.5%,-1.5%,-0.9%,0.9%,4.0%,10.4%,-6.6%,14.5%,3.6%,
CCCN(C(=O)C1CCCN(c2ncnc3c2nc2n3CCCCC2)C1)c1ccc(F)cc1 (stereo not drawn),-10.4%,0.3%,6.9%,0.3%,·,12.4%,-7.7%,9.3%,10.8%,
O=C(Cc1coc2ccc3ccccc3c12)Nc1nnc(C2CC2)s1,-0.8%,15.8%,?,·,-1.5%,19.6%,-7.6%,7.6%,27.2%,
Cc1ccc(NC(=O)C(=O)NCC2CCCN2S(=O)(=O)c2cccs2)cc1 (stereo not drawn),2.9%,-5.8%,-0.5%,·,·,23.4%,·,6.1%,·,
N#C/C(=C(/O)CSc1ncn[nH]1)c1nc2ccccc2[nH]1,-13.5%,6.2%,-0.8%,-0.4%,-0.9%,9.9%,2.3%,0.9%,-3.3%,
CCOC(=O)c1sc(NNC(=O)c2ccc(F)cc2)nc1C,-12.4%,-0.9%,1.6%,0.5%,·,11.2%,-0.8%,-3.2%,0.6%,
